Screening data (PubChem BioAssay)
Bcl-xL primary: inhibitors of human Bcl-xL; Q07817; GST-Bcl-xL / FITC-Bim BH3 peptide fluorescence polarization; inhibition, % at 10.9 µM; 320,000 tested, 0.7% active;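 active = inhibition above the mean of all tested compounds plus 3 SD, cutoff set per campaign, cut at about 30% in these data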;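 also: 0% = DMSO wells and 100% = unlabeled Bim-BH3 peptide competitor; inhibitors lower millipolarization by displacing the labeled peptide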
Yeast superoxide: caloric restriction mimetics inhibiting age-related superoxide in yeast; S. cerevisiae aged cells, superoxide DHE fluorescence; hits give low values; superoxide response (% of plate mean), % at 10 µM; 330,000 tested, 0.18% active; AID 2690;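 active = superoxide response under a set limit, about three screen SD below normal, cut at about 65% in these data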;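 also: yeast aged for seven days with compound at 30 °C before DHE staining; 100% = average MFI of all compound-treated wells on the plate with controls excluded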
ZTA counter: blocks Epstein-Barr virus ZTA, an EBNA-1 counter-screen; ZTA-DNA binding, fluorescence polarization; inhibition, % at 11 µM; 320,000 tested, 0.15% active; in the data active = inhibition above about 33%
Target sequence (P03206 whole entry, looked up): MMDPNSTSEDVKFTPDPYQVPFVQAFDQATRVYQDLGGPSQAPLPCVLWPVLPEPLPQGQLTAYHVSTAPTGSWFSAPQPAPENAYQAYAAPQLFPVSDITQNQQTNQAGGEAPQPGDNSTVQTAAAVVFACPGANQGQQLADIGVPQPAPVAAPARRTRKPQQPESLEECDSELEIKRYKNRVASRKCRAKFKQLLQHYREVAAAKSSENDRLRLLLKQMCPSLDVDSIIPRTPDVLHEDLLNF
Efflux pump inh: blocks antifungal efflux pumps in multiplex yeast assay. inhibition, % at 10 µM. 330,000 tested, 0.44% active. S. cerevisiae Candida pump triplex, Nile Red efflux;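 active = plate passing quality check with inhibition over a set limit, or well fluorescence over plate mean plus 4 SD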;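 also: Nile Red retained in pooled yeast measured as flow cytometry median fluorescence; 0% = buffer negative control and 100% = Enniatin B positive control; higher means more Nile Red kept so more efflux inhibition; some compounds called inactive have numbers as strong as hits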
GLD-1 TGE inh: GLD-1-TGE RNA interaction inhibition (C. elegans) | Q17339 | purified GLD-1 + fluorescein TGE RNA, fluorescence polarization | inhibition, % at 5.96 µM | 320,000 tested, 0.44% active | AID 2280;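 active = percent inhibition above a per-plate cutoff, the plate mean of test compounds plus 3 SD, cut at about 30% in these data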;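 also: 0% = DMSO wells with GLD-1 and probe and 100% = wells lacking GLD-1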
EBNA-1 inhibitor: blocks EBNA-1 binding to DNA; EBNA-1 DNA binding, fluorescence polarization; inhibition, % at 14.8 µM; 300,000 tested, 0.34% active; AID 1950; in the data active = inhibition above about 28%
MCL1-BIM inh: disrupts human MCL1 binding to BIM-BH3 peptide; 320,000 tested, 0.68% active; GST-MCL1 / FITC-Bim-BH3 fluorescence polarization; Q07820; inhibition, % at 10.9 µM;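 active = inhibition above the mean inhibition of all tested compounds plus 3 SD, set per campaign, cut at about 40% in these data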;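 also: 0% = DMSO wells and 100% = unlabeled Bim-BH3 peptide control; higher means more loss of mP so more displacement of Bim peptide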
Target sequence (Q07820 whole entry, looked up): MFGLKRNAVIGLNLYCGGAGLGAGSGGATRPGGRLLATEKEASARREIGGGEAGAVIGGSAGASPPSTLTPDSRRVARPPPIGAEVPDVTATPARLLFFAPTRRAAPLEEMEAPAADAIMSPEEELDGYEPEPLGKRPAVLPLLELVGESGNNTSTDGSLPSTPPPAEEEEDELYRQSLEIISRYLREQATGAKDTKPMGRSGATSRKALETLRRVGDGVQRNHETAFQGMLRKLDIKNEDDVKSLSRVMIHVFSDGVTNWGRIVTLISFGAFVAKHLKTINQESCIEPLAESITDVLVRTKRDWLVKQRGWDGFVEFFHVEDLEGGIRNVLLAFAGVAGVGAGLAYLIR
MEX-5 binding: C. elegans MEX-5 TCR-2 RNA binding activity | Q9XUB2 | activity score (negative = inhibition of binding), % at 10 µM | MEX-5/FITC-TCR2 RNA binding, fluorescence polarization; hits give low values | 300,000 tested, 0.38% active;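 active = inhibition past about -25% in most replicates, and total fluorescence under double the plate's negative control median, limit read from the data; inconclusive = replicates evenly split on the limit, or fluorescence at least double controls; inactive = too little inhibition in most replicates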;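 also: 0% = DMSO and -100% = 5 µM competing unlabeled TCR2 RNA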
Target sequence (Q9XUB2 whole entry, looked up): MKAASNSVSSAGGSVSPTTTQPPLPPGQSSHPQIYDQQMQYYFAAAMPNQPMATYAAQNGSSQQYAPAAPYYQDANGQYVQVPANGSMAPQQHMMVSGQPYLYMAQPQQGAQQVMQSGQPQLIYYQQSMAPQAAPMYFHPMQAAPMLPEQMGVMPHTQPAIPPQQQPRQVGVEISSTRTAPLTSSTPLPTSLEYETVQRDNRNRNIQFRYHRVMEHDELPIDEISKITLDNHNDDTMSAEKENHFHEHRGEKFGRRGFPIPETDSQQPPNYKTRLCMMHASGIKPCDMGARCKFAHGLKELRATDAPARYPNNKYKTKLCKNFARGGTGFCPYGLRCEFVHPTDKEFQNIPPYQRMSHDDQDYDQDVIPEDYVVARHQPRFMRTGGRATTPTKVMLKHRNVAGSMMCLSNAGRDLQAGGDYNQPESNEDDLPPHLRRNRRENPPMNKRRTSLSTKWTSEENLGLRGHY
Fam108B counter: blocks mouse Fam108B hydrolase in RBBP9 counter-screen; recombinant Fam108B, FP-Rh probe fluorescence polarization; inhibition, % at 9.51 µM; 300,000 tested, 0.33% active; AID 1947;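 active = inhibition above the screen mean inhibition plus 3 SD, computed separately per campaign, cut at about 18% in these data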;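 also: inhibitors lower polarization as less probe binds the enzyme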
Numbers without * were called inactive; ? = inconclusive; · = not tested or not shown.

SMILES	Bcl-xL primary	Yeast superoxide	ZTA counter	Efflux pump inh	GLD-1 TGE inh	EBNA-1 inhibitor	MCL1-BIM inh	MEX-5 binding	Fam108B counter
Cc1ncoc1C(=O)N1CCCC(C(=O)c2ccc3c4c(cccc24)CC3)C1 (configuration not stated)	6	97	-17	-0.1	5	8	4	1.2	-1
CCC(CC)C(=O)Nc1cccc(/C(C)=N/NC(=O)c2c(Br)cnn2C)c1	4	114	7	-0.1	12	-2	5	0.2	-1
CCOC(=O)[C@H]1[C@H]2COc3ccccc3[C@@H]2N2C(=O)c3c(C)cc(C)cc3NC(=O)[C@@]12C	-5	·	-8	·	-9	-10	-11	·	0
CC(=O)N/N=c1\sc2ccccc2n1C	4	98	8	-0.1	2	5	0	0.1	-2
CC(C)c1ccc2oc(-c3cc(N)ccc3O)nc2c1	5	100	7	-0.2	15	1	6	2.3	8
O=C(Nc1nccs1)c1ccc(CSc2ccccc2)o1	7	96	12	-1.0	-1	1	6	-0.3	-4
COc1ccc(C(=O)N[C@H](C(=O)N2CCN(c3ccccc3F)CC2)C(C)C)cc1	2	90	-40	-0.1	11	-5	2	-1.3	-2
O=C(NNc1c(Cl)cccc1Cl)C1CCC1	-1	96	3	0.1	-3	-6	7	-3.2	2
COCCn1c(C)cc(C2=NNC(=Nc3ccccc3)SC2)c1C	11	90	5	-0.1	3	10	8	2.2	-1
Cn1cc(CN2CCCC(CO)(Cc3ccccc3)C2)cn1 (configuration not stated)	0	97	-10	0.1	-2	-11	3	2.9	-2
O=C(NNC(=S)Nc1cccc(Cl)c1)c1ccccc1OC(F)F	10	103	5	-0.1	-3	-2	11	0.5	2
O=C(CSc1nnc2ccccn12)Nc1ccccc1C(=O)NC1CC1	6	98	-20	0.1	8	-4	1	1.9	4
C=CCn1c(CCC(=O)O)ccc1-c1ccccc1	5	92	13	0.0	1	3	2	-1.8	0
CC(=O)Nc1cccc(NC(=O)CSc2ccc(-c3ccccn3)nn2)c1	-3	115	1	0.1	6	-6	4	-4.1	0
O=C(CN1C(=O)c2cccc3cccc1c23)NCc1ccncc1	2	109	-5	-0.1	1	-9	-1	0.1	-2
Nn1c(=O)[nH]c2c([nH]c3ccccc32)c1=O	1	95	11	0.2	3	-2	-4	3.1	-2
COc1ccc(/C(N)=N/OC(=O)c2cccs2)cc1OC	1	98	8	0.0	-7	-7	1	0.9	0
CN(C)CCCNC(=O)/C(=C/c1ccc(-c2ccc([N+](=O)[O-])cc2)o1)NC(=O)c1ccccc1	0	100	2	-0.2	-1	-4	4	-0.6	1
CCn1c(=O)cc(OCC(=O)N2CCN(C(=O)c3ccco3)CC2)c2ccccc21	4	102	-4	0.2	-7	-19	0	-2.5	5
O=S(=O)(/N=C(/Nc1ccc(F)c(F)c1F)c1ccccc1)c1ccccc1	7	109	-12	0.0	4	2	2	2.6	3
CCOc1ccc(S(=O)(=O)Nc2cccc(C(=O)NCC(C)(C)N3CCOCC3)c2)cc1	3	110	-14	-0.1	6	-7	-2	-3.9	-1
Cc1ccc(-c2nnc(SCC(=O)NC(=O)Nc3ccc(C)cc3C)n2N)cc1	3	95	5	0.0	1	1	-2	1.5	-1
CCc1ccc(-c2nc(CS(=O)CC(=O)NCCCN3CCOCC3)c(C)o2)cc1 (configuration not stated)	-2	94	-28	-0.1	3	-8	2	-3.0	0
O=C(COc1ccc(S(=O)(=O)N2CCOCC2)cc1)Nc1cccc([N+](=O)[O-])c1	-1	90	-3	0.0	2	7	0	2.3	2
CON(C)S(=O)(=O)NC(=O)C1=C(N2CCCC2)COC1=O	0	102	0	-0.3	5	·	-3	·	·

The list continues:
SMILES	Bcl-xL primary	Yeast superoxide	ZTA counter	Efflux pump inh	GLD-1 TGE inh	EBNA-1 inhibitor	MCL1-BIM inh	MEX-5 binding	Fam108B counter
O=c1[nH]c(CN2CCN(S(=O)(=O)/C=C/c3ccccc3)CC2)nc2cc(Cl)ccc12	-7	92	-10	-0.1	-5	-4	-7	0.2	-3
CN(C)S(=O)(=O)c1ccc2nc(NC(=O)c3cccnc3)sc2c1	12	100	17	0.0	-3	7	10	0.6	-6
CCOC(=O)C1CCCN1C(=O)c1ccc(OC)c(Br)c1 (configuration not stated)	0	82	-8	-0.3	1	8	4	0.2	-1
CCCC[C@@H]1CNC(=S)N1CCCC	-1	109	8	-0.1	-5	9	4	0.5	-1
Cc1cc(-n2c(C)cc(C(=O)COc3ccccc3[N+](=O)[O-])c2C)no1	1	68	9	-0.2	-8	2	0	1.1	0
CC1(c2cccc(Br)c2)NC(=O)N(CC(=O)Nc2cccnc2Cl)C1=O (configuration not stated)	2	97	-4	-0.1	-1	-3	-3	0.9	6
CC1Oc2ccccc2OC1C(=O)Nc1nccs1 (configuration not stated)	0	121	3	0.1	-4	2	0	1.4	2
COc1ccc2[nH]c3c(NCCCOC(C)C)ncnc3c2c1	2	94	5	0.4	2	3	-1	2.4	5
CN(c1ccccc1C(=O)N1CCN(Cc2ccc3c(c2)OCO3)CC1)S(C)(=O)=O	4	98	-4	-0.1	3	-2	0	-2.5	-1
C/C(=N/OC(=O)c1c(-c2c(F)cccc2Cl)noc1C)c1cnccn1	1	93	-12	0.2	-9	-7	0	1.6	-2
CCn1nnc(NC(=O)COc2cc(C)ccc2C(C)C)n1	1	122	-14	0.0	6	-2	-1	1.6	4
C=CCSc1ncc(CO)n1Cc1ccccc1	-1	94	-10	-0.1	3	6	-1	0.8	0
COc1ccc(C(=O)NN(C)c2nc(-c3ccccc3)nnc2C(F)(F)F)cc1	1	93	3	-0.1	0	17	2	2.3	-5
COc1ccc(CCNC(=O)CNS(=O)(=O)c2ccc(Cl)cc2)cc1	6	90	-5	0.0	12	-3	0	0.8	-1
COc1ccccc1N(CC(=O)NCCSCc1cccc(Cl)c1)S(C)(=O)=O	5	96	-3	-0.1	-3	1	-1	1.7	0
CCOc1cc(N2CCOCC2)c(OCC)cc1NC(=O)COC(=O)c1ccc(Cl)cc1N	-6	108	2	0.1	3	·	-6	·	·
CC(C)Oc1ccc(C(=O)NC2=NCCS2)cc1	5	100	-8	0.2	3	2	0	-1.3	5
Cc1ccc(C(=O)NC(=S)Nc2cccc3c(C)cc(C)nc23)cc1	1	102	-19	0.1	3	7	4	1.3	-13
Fc1ccc(-n2c(-c3ccc4ccccc4n3)n[nH]c2=S)cc1Cl	-24	101	10	0.7	-2	-14	-23	-1.8	1
Cc1nn(CC(=O)Nc2ccc(C(C)C)cc2)c(C)c1[N+](=O)[O-]	5	113	-4	0.0	1	-6	8	0.5	2
O=C1/C(=C\c2ccccc2)CCc2c1[nH]c1ccccc21	2	94	-4	-0.1	2	2	2	1.1	-1
Cc1cc(C(=O)N/N=C/c2ccc(OCc3ccccc3)cc2)c(C)o1	0	121	2	0.1	-1	-11	-5	1.1	-15
CCN1CCN(CCCNC(=O)C(=O)c2c(C)[nH]c3ccccc23)CC1	6	97	16	-0.3	2	-2	4	-1.3	2
O=C(Nc1ccc(O)cc1)/C(=C\C=C\c1ccccc1)NC(=O)c1ccccc1	2	97	-4	0.0	6	5	-2	·	1
CCc1nnc(NC(=O)C(CC)CC)s1	3	96	-7	-0.1	1	-5	7	-2.7	0

Continuation.
SMILES	Bcl-xL primary	Yeast superoxide	ZTA counter	Efflux pump inh	GLD-1 TGE inh	EBNA-1 inhibitor	MCL1-BIM inh	MEX-5 binding	Fam108B counter
O=C(O)c1cc(-c2ccccc2)on1	2	109	2	0.0	-8	5	2	-3.0	4
O=C(CNC(=O)c1ccc(S(=O)(=O)N2CCCC2)cc1)N/N=C/c1ccc(F)cc1	1	71	-3	0.2	7	5	-8	-0.6	-3
O=C(NCc1nc2ccccc2[nH]1)c1ccccc1F	4	115	0	0.0	4	9	5	0.2	-2
O=C(O)c1ccc(C(=O)Nc2ccc(F)cc2)cc1	1	97	-7	0.0	0	-9	4	·	0
CCOc1ccc(NC(=O)c2ccc3c(=O)n(-c4ccc(OC)cc4OC)c(=S)[nH]c3c2)cc1	4	99	16	-0.1	-4	-20	11	1.2	4
CCOC(=O)c1c(-c2ccccc2)nc2ccc(C)cn12	6	102	-14	0.0	15	11	10	2.8	1
O=C(CN1CCOCC1)Nc1ncc(Cc2cccc3ccccc23)s1	1	94	-14	0.1	1	-7	2	2.9	-2
Cc1ccnc(SCc2nc3ccccc3s2)n1	-6	106	-7	0.5	5	-5	-6	-5.5	3
COc1ccc(/C=C(\C#N)C(=O)NCC2CCCO2)cc1OC (configuration not stated)	6	98	2	-0.4	9	-3	4	?	0
O=C(/C=C(\O)c1ccc(Cl)cc1)C(=O)NNC(=O)C(O)(c1ccccc1)c1ccccc1	0	99	-21	0.0	9	3	8	·	-3
Cc1ncc(CN2CCC(CO)(Cc3ccccc3)CC2)s1	0	98	9	0.0	3	14	-5	0.6	-3
CC(=O)Nc1ccc(Nc2nc3c(S(=O)(=O)c4ccc(C)c(C)c4)nnn3c3ccccc23)cc1	4	107	-14	0.1	-7	2	-8	-3.5	3
COc1cc(OC)cc(C(=O)N2CCN(Cc3cccc(F)c3)CC2)c1	9	93	-6	0.1	2	-4	11	-0.9	-1
Cc1c(C(=O)O)cccc1N1C(=O)Nc2ccccc2N1O	5	102	-14	0.1	-6	2	10	-3.0	3
O=C(Nc1ccc2cn[nH]c2c1)c1c(Cl)cccc1Cl	5	100	-5	0.1	1	-2	-6	-0.5	-3
COc1cccc(NC(=O)CN(C)C(=O)c2sc3cc(Cl)ccc3c2Cl)c1	2	89	2	0.0	-1	-7	6	2.1	-4
CC(=O)Nc1cccc(NC(=O)C2CC(=O)N(c3ccc(C)cc3)C2)c1 (configuration not stated)	1	108	-10	-0.1	2	1	0	0.5	0
Cc1nc(NC(=O)c2cccc(Cl)c2)sc1C(=O)N1CCCCC1	0	120	6	0.1	6	0	-2	-0.2	2
O=C(CCCSc1ccc(Cl)cc1)Nc1cc(S(=O)(=O)N2CCOCC2)ccc1O	15	126	19	0.0	0	·	19	·	·
CC(=O)/C(=N/Nc1cccc(C)c1)N1CCOCC1	-2	90	-3	0.2	-9	-8	-7	-0.8	-4
O=C(NCc1ccco1)c1ccc(S(=O)(=O)N2CCOCC2)cc1	8	88	19	0.0	5	4	9	-1.6	-1
Cc1nn(CCOc2cccc(Cl)c2)c(C)c1[N+](=O)[O-]	1	97	-4	0.3	2	4	3	1.0	1
COc1ccc(NC(=O)C2CCCN(C(=O)NC3CCCCC3)C2)cc1OC (configuration not stated)	-3	107	17	0.1	-2	-8	2	-1.3	-1
C#CCOc1ccc(/C=N/O)cc1Cl	2	91	8	-0.2	-3	6	-2	-0.4	5
CCCCn1nnnc1SCC(=O)NNC(=O)C1CCCCC1	7	103	-6	0.0	-1	3	6	-3.5	1
COc1ccc(C(=O)NCC(=O)N/N=C/c2ccc([N+](=O)[O-])s2)cc1OC	8	154	6	-0.2	4	-1	9	-1.3	3
CN1CCCC(OC(=O)c2cc(Cl)ccc2Cl)C1 (configuration not stated)	7	95	-11	0.0	10	0	3	-2.3	-6
CCN(CC)S(=O)(=O)c1cccc(C(=O)N2CC(O)CC2C(=O)O)c1 (configuration not stated)	-5	96	-11	-0.1	-4	-4	-5	-0.6	2
O=C1COc2ccc(C(=O)NC3CC3)cc2N1	1	100	7	-0.1	-1	-3	-2	-1.6	-2
COC(=O)c1ccc(NC(=O)Cn2cnc3c(nnn3-c3cccc(OC)c3)c2=O)cc1	-4	123	-15	0.1	1	1	-3	2.6	-12
